# Screening results from PubChem BioAssay.
# HCV inhibitor: blocks hepatitis C virus; Potency, µM (doses to about 41.8 µM), without a hit: at the top dose activity change, negative = inhibition, usual class: inhibitors; Huh7.5.1 HCVcc-Cre infection, luciferase reporter, 44 h; 340,000 tested, 3.4% active; note: potency is the fitted concentration of half-maximal effect; % is set by controls: 0 for no effect and ±100 for the full control effect
#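 Infectious HCVcc-Cre (~0.5 moi) was added to cells just after compound, with cells seeded 4 h earlier at 1,000 per well. Luciferase activity after 44 h culture reported infection; substrate was incubated 15 min at room temperature before reading.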
# Shiga toxin inh: blocks Shiga toxin action in Vero cells | 290,000 tested, 9.2% active | Vero cells, Shiga toxin protein synthesis inhibition reporter | inhibition, % at 38.7 µM; in the data active = inhibition mostly above about 28%, no sharp cut-off; inactive = mostly below about 43%; note: 0% is about no effect
# Tb PYK inh: T. brucei pyruvate kinase inhibition; Q57TT1; TbPYK enzyme, Kinase-Glo Plus ATP luminescence, 45 min; Potency, µM (top dose mostly 76.8 µM), without a hit: at the top dose activity, negative = inhibition, actives largely listed as inhibitors; 410,000 tested, 0.12% active; note: potency is the fitted concentration of half-maximal effect; % is set by controls: 0 for no effect and ±100 for the full control effect; nearly all actives have a fitted effect of over 50% in size
#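 Readout: single end-point luminescence (Kinase-Glo Plus, 10 min). Reaction conditions were TbPYK/substrate plus 130 uM ADP, 45 min at RT, pH 7.2 TEA buffer. No-enzyme wells served as controls, and data were normalized before concentration-response fitting.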
# Cycloheximide cs: counter-screen for Shiga toxin inhibitors: cycloheximide protein synthesis inhibition | 300,000 tested, 12% active | max response, % | cell reporter, cycloheximide protein synthesis inhibition counterscreen; in the data active = max response mostly above about 13%, no sharp cut-off; inactive = mostly below about 14%; note: read at 38.3 µM for the half of the compounds with a filed dose; 0% is about no effect
# Pf growth 96h: inhibits malaria parasite growth, 96 h | P. falciparum luciferase reporter growth, 96 h | Potency, µM (highest dose often 28.7 µM), for the others: at the highest dose activity change, negative = inhibition, actives largely listed as inhibitors | 320,000 tested, 6.9% active; note: potency is the fitted concentration of half-maximal effect; % is set by controls: 0 for no effect and ±100 for the full control effect
#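 Compounds incubated with erythrocytes infected by luciferase-expressing P. falciparum (2% hematocrit, 0.05% parasitemia final) for 96 hours, 37 C in 5% CO2. Growth inhibition scored as decreased luciferase luminescence.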
# Pf growth 48h: inhibits P. falciparum growth in the first generation, 48 h. P. falciparum luciferase growth in erythrocytes, 48 h. Potency, µM (top dose mostly 28.7 µM), for inactives: at the highest dose activity change, negative = inhibition, hits mostly inhibitors. 310,000 tested, 5.9% active. AID 504832; note: potency is the fitted concentration of half-maximal effect; % is set by controls: 0 for no effect and ±100 for the full control effect
#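 A one-generation exposure of luciferase-tagged malaria parasites in RPMI 1640/Albumax erythrocyte culture, 37 C and 5% CO2. Inhibition is inferred from decreased luminescence after adding detection reagent.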
# LmPK inh: LmPK (Leishmania mexicana) enzyme inhibition. Potency, µM (highest dose often 57.5 µM), for inactives: at the top dose activity change, negative = inhibition, most hits filed as inhibitors. Q27686. purified LmPK, Kinase-Glo ATP luminescence, 1 h. 290,000 tested, 0.37% active. AID 1721; note: potency is the fitted concentration of half-maximal effect; % is set by controls: 0 for no effect and ±100 for the full control effect
# Target sequence (Q27686 whole entry, looked up): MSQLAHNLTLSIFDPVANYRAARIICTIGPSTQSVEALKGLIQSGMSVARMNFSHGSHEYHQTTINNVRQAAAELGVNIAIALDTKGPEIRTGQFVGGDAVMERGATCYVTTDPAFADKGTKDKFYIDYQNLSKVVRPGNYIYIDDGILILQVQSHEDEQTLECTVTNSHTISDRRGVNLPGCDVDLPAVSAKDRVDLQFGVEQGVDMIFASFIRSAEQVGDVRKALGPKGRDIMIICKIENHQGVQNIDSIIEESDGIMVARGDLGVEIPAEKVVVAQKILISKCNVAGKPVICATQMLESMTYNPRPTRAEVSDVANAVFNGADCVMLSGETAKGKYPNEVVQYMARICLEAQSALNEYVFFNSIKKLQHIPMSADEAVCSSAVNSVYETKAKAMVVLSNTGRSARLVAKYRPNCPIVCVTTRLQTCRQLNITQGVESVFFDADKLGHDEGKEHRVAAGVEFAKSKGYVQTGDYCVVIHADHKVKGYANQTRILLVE
#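 Purified LmPK (0.1 nM) converted ADP (0.1 mM) to ATP with PEP (0.5 mM) in imidazole buffer pH 7.2 with KCl and MgCl2, 1 h at room temperature. ATP was read by Kinase-Glo luminescence; data normalized to uninhibited and no-enzyme controls.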
# Numbers without * were called inactive; i = inactive; u = inconclusive; x = not tested or not shown; [ ] = dose if it differs, or a comment. Unless noted, calls come from the whole dose curve; as a rule, active = well fitted curve in the direction sought with a large enough effect; inconclusive = small, poorly fitted or top-dose-only effect, or another doubt; inactive = no such curve, though single readings can be large; an effect the other way counts as inactive or inconclusive.
1. C=CCNC(=O)C1CCN(c2cc(C)nc(-c3ccccc3)n2)CC1
2. COC(=O)C1=C(c2c(C)noc2C)C[C@@H]2CC[C@H]1N2C(=O)N1CCCCC1
3. CN=c1scc(-c2cccs2)n1/N=C/c1ccccc1O
4. C=C(C)CC(NCc1ccco1)c1ccc(OC)cc1 (stereo unspecified)
5. Cc1cc(-c2ccccc2)oc(=O)c1NC(=O)c1ccccc1
6. CCN(CC(=O)Nc1ccc(OC)cc1)C(=O)Cc1cccs1

assay / entry	1	2	3	4	5	6
HCV inhibitor	-13%	4%	13µM*	18%	u	-2%
Shiga toxin inh	-10	x	-19	-6	20	x
Tb PYK inh	0%	13%	10%	3%	-1%	-6%
Cycloheximide cs	-3	x	-13	-7	10	x
Pf growth 96h	-8%	14%	-56%	24%	4%	3%
Pf growth 48h	u	30%	-88%	60%[activator]	27%	3%
LmPK inh	-2%	x	u	0%	1%	x

7. Cc1[nH]nc2c1C(C(C)c1ccccc1)C(C#N)=C(N)O2 (stereo unspecified)
8. CCOc1ccc(S(=O)(=O)N/N=C(\C)Cc2ccc(OC)cc2)cc1
9. O=C(c1cnc2n(c1=O)CCS2)N1CCN(c2ccccc2Cl)CC1
10. O=C(Nc1ccccc1)Nc1cc(OCC(F)(F)F)cc(OCC(F)(F)F)c1
11. O=C(Nc1c(F)cc(F)cc1Br)c1cc(-c2ccc(O)cc2)on1
12. Cc1c(C(C)O)nnn1-c1nonc1N (stereo unspecified)

assay / entry	7	8	9	10	11	12
HCV inhibitor	-18%	3%	x	6.3µM*	-20%	-1%
Shiga toxin inh	-15	15	-4	-7	23	-3
Tb PYK inh	-20%	4%	x	-8%	0%	-12%
Cycloheximide cs	-3	7	-3	-4	31*	1
Pf growth 96h	26%	8%	3%	3.3µM*	-25%	68%[activator]
Pf growth 48h	-22%	5%	24%	2.6µM*	x	69%[activator]
LmPK inh	-7%[11.5 µM]	4%	-5%	-1%	-18%	3%

13. COc1cc(OC)c(OC)cc1CNC1CCCCCC1
14. O=C(Nc1ccccn1)c1sc2cccc(F)c2c1Cl
15. COc1ccc(N(C(=O)c2ccncc2)S(=O)(=O)c2ccc(F)cc2)cc1
16. COC(=O)c1sccc1NC(=O)CSc1cc(Cl)ccc1Cl
17. CCO/C=C1/C(=O)N(C)C(=O)c2cc(OC)ccc21
18. Cc1ccc(OCc2nnc(NC(=O)c3cccnc3)s2)cc1

assay / entry	13	14	15	16	17	18
HCV inhibitor	14%	u	x	u	3%	19%
Shiga toxin inh	-4	11	-26	-13	-3	3
Tb PYK inh	0%	-1%	x	-4%	-2%	0%
Cycloheximide cs	-1	14	1	-2	-2	-4
Pf growth 96h	x	35%[activator]	26%	18%	76%[activator]	74%[activator]
Pf growth 48h	7%	i	22%	-12%	x	10%
LmPK inh	-4%	1%	-12%	-1%	1%	-4%

19. CCOc1ccc(OCCC(=O)OCC(=O)N2CCN(c3ccc(OC)cc3)CC2)cc1
20. Cc1ccc2oc(=O)c3cnn(CC(=O)N4CCc5ccccc5C4)c3c2c1
21. O=C(O)c1cccc2c1C(=O)c1ccc(Cl)cc1S2(=O)=O
22. NNc1nc2c(F)cccc2s1
23. COC(=O)/C=C1/N/C(=N\c2nc(C)cc(C)n2)N(c2ccc(C)c(C)c2)C1=O
24. COc1cccc(NC(=O)c2cnc(SC)nc2)c1

assay / entry	19	20	21	22	23	24
HCV inhibitor	-5%	24%	1%	11%	-14%	-26%
Shiga toxin inh	x	-16	x	77*	-10	27
Tb PYK inh	-23%	-7%	-4%	-6%	1%	-1%
Cycloheximide cs	x	-8	x	84*	11	21*
Pf growth 96h	27%	2.6µM*	76%[activator]	84%[activator]	u	-17%
Pf growth 48h	61%[activator]	x	-18%	75%[activator]	-14%	78%[activator]
LmPK inh	x	10%	x	-9%	-5%	2%

25. Cc1ccc(CNC(=O)COc2ccc(S(=O)(=O)N3CCCC3)cc2)cc1
26. CC(=N\NC(=O)c1ccc([N+](=O)[O-])cc1)/C(=N/O)C(=O)Nc1ccccc1
27. COCCCn1c(SCC(=O)Nc2ccccc2F)nnc1-c1ccoc1C
28. O=P(Oc1ccccc1)(Oc1ccccc1)N1CCN(c2ccc(F)cc2)CC1
29. NC(N)=NS(=O)(=O)c1ccc(N=C2C(=O)Nc3ccccc32)cc1
30. Cc1c(C(=O)N(Cc2ccccc2)C(C)C)cnn1-c1ccccc1

assay / entry	25	26	27	28	29	30
HCV inhibitor	-10%	x	1%	-25%	-8%	1%
Shiga toxin inh	-15	-5	-4	4	-3	18
Tb PYK inh	-3%	-6%	-4%	-8%	4%	4%
Cycloheximide cs	-3	-2	-4	2	-4	-2
Pf growth 96h	-21%	54%[activator]	23%	-28%	27%	-4%
Pf growth 48h	u	u	7%	u	1%	4%
LmPK inh	-3%	1%	-3%	-3%	6%	-3%

31. N#CC(C(=O)NCCc1ccccc1)c1nc2ccccc2nc1N1CCOCC1 (stereo unspecified)
32. COc1cccc2cc(C(=O)NCCN3CCOCC3)c(=O)oc12
33. CC(=O)N1CCC(C(=O)NC2CC(C)(C)Cc3c2cnn3-c2ccc(F)cc2)CC1 (stereo unspecified)
34. O=C(c1sc2ccccc2c1Cl)N(Cc1ccco1)C1CCS(=O)(=O)C1 (stereo unspecified)
35. Cc1cc(C)nc(N2CCC(C(=O)Nc3ccc4c(c3)OCCO4)CC2)n1
36. CC(C)OCCCNC(=O)c1cc(Sc2ccc(F)cc2)nc2ccccc12

assay / entry	31	32	33	34	35	36
HCV inhibitor	-10%	2%	14%	7%	-12%	u
Shiga toxin inh	-10	-7	-9	1	52	-14
Tb PYK inh	-6%	2%	-9%	-5%	0%	-5%
Cycloheximide cs	-1	1	-1	-1	11	-4
Pf growth 96h	27%	15%	2%	71%[activator]	9.3µM*	3.3µM*
Pf growth 48h	-11%	13%	-3%	-8%	19%	u
LmPK inh	4%	-3%	-1%	1%	10%	0%

37. CCOc1ccc(C(=O)N2CCc3ccccc32)cc1
38. Cc1cc(=O)oc(C)c1C(=O)OC(C(=O)c1ccccc1)c1ccccc1 (stereo unspecified)
39. COC(=O)c1c(C)[nH]c(C(=O)COc2ccc3ccc(=O)oc3c2)c1C
40. Cc1ccc(C)c(N2CCN(CCCNC(=O)CCn3c(=O)c4cccn4c4cccnc43)CC2)c1
41. COc1ccc(OC)c(C(=O)N2CCC(C(=O)c3ccc(F)cc3)CC2)c1
42. Clc1ccc2c(c1)C(N1CCNCC1)Cc1ccccc1S2 (stereo unspecified)

assay / entry	37	38	39	40	41	42
HCV inhibitor	-2%	6%	u	u	-5%	u
Shiga toxin inh	64*	-2	x	27	-6	-20
Tb PYK inh	6%	8%	0%	3%	-2%	2%
Cycloheximide cs	44*	0	x	-6	-3	-11
Pf growth 96h	-15%	u	9%	u	9.3µM*	13µM*
Pf growth 48h	u	4%	u	u	-16%	10µM*
LmPK inh	3%	0%	x	-1%	0%	1%

43. COc1ccc(NS(=O)(=O)c2c(F)cccc2F)cc1S(=O)(=O)N1CCOCC1
44. O=C(CC1C(=O)NCCN1Cc1cccc(Oc2ccccc2)c1)NCCc1ccccn1 (stereo unspecified)
45. O=C(c1cc(-c2cccnc2)nc2ccc(Br)cc12)N1CCN(c2ncccn2)CC1
46. Cn1nc(C(=O)Nc2nc(-c3ccccn3)cs2)c2ccccc2c1=O
47. CS(=O)(=NS(=O)(=O)c1ccc(Cl)cc1)c1ccccc1 (stereo unspecified)
48. Cc1nn(-c2ccccc2)c(C)c1/C=N/NC(=O)c1ccccc1O

assay / entry	43	44	45	46	47	48
HCV inhibitor	7%	-22%	5%	u	14%	29%
Shiga toxin inh	x	-9	18	x	-9	38*
Tb PYK inh	-9%	-8%	-9%	-17%	3%	8%
Cycloheximide cs	x	-1	5	x	1	42*
Pf growth 96h	u	27%	x	3.3µM*	11%	6.6µM*
Pf growth 48h	u	u	-2%	4.1µM*	22%	3.7µM*
LmPK inh	x	4%	3%	x	-3%	-3%

49. CCCCOC(=O)Nc1ccccc1C(N)=O
50. O=C(Oc1ccc2c(=O)c(Cl)coc2c1)c1ccncc1
51. CN(C)/C=N/c1ncc(C(=O)c2ccc(Cl)cc2Cl)s1
52. Cc1nn(C)c(C(=O)N/N=C/c2ccc(C(F)(F)F)cc2)c1[N+](=O)[O-]
53. CCCCN(CC)CCNC(=O)c1[nH]c(C)c(C(C)=O)c1C
54. CCOc1ccc(-n2cc(C(=O)Nc3ccc(Cl)cn3)c3cc(OC)c(OC)cc3c2=O)cc1

assay / entry	49	50	51	52	53	54
HCV inhibitor	10%	6%	u	-5%	-2%	-5%
Shiga toxin inh	80	-16	3	-10	-7	6
Tb PYK inh	4%	-7%	3%	6%	-2%	-1%
Cycloheximide cs	13	4	16	-7	-1	1
Pf growth 96h	26%	-65%	u	21%	x	5%
Pf growth 48h	10%	0%	u	-15%	x	x
LmPK inh	-4%	3%	0%	3%	3%	6%

55. Cc1ccc(-n2ccnc(SCC(=O)NCCc3ccccc3)c2=O)cc1F
56. CCOc1ccc2c(c1)C(C)=CC(C)(C)N2C(=O)Nc1ccccc1
57. COc1ccccc1CNCC(=O)Nc1ccc(N2CCOCC2)cc1
58. COc1ccc(OC)c(C(C(=O)NC2CCCCC2)N(Cc2ccco2)C(=O)c2ccccn2)c1 (stereo unspecified)
59. O=C1CSC(=Nc2ccccc2)N1Cc1ccccc1
60. COc1ccc(N2C(=O)CSC2c2ccccc2[N+](=O)[O-])cc1 (stereo unspecified)

assay / entry	55	56	57	58	59	60
HCV inhibitor	u	-5%	u	23%	u	25%
Shiga toxin inh	x	14	-11	-4	15	-4
Tb PYK inh	-2%	-6%	2%	1%	5%	4%
Cycloheximide cs	x	29*	0	-1	7	-5
Pf growth 96h	33%[activator]	15µM*	1%	1%	14%	u
Pf growth 48h	-12%	x	-3%	-28%	u	-10%
LmPK inh	x	0%	-7%	3%	12%[11.5 µM]	3%

61. CCOC(=O)N(C)c1ccc(C(O)(C(=O)OC)C(F)(F)F)cc1 (stereo unspecified)
62. Cc1cccc(C(=O)c2cn[nH]c2-c2ccc(C)cc2O)c1
63. COC(=O)c1ccccc1N(C)S(=O)(=O)c1cc2c(cc1C)OCC(=O)N2
64. CCCC(=O)C1C(=O)CC(CC(C)SCC)CC1=O (stereo unspecified)
65. CCOC(=O)c1ccc2nc(NC(C)=O)sc2c1

assay / entry	61	62	63	64	65
HCV inhibitor	-3%	-25%	-11%	22%	-14%
Shiga toxin inh	18	x	-1	-10	56
Tb PYK inh	-1%	4%	-6%	0%	-5%
Cycloheximide cs	-2	-2	-2	-4	48*
Pf growth 96h	u	u	u	-36%	-1%
Pf growth 48h	-13%	-22%	-25%	x	263%[activator]
LmPK inh	1%	8%	0%	1%	-11%

# Among those listed so far, 3 have a nitro group on carbon.
26. CC(=N\NC(=O)c1ccc([N+](=O)[O-])cc1)/C(=N/O)C(=O)Nc1ccccc1
52. Cc1nn(C)c(C(=O)N/N=C/c2ccc(C(F)(F)F)cc2)c1[N+](=O)[O-]
60. COc1ccc(N2C(=O)CSC2c2ccccc2[N+](=O)[O-])cc1 (stereo unspecified)

assay / entry	26	52	60
HCV inhibitor	x	-5%	25%
Shiga toxin inh	-5	-10	-4
Tb PYK inh	-6%	6%	4%
Cycloheximide cs	-2	-7	-5
Pf growth 96h	54%[activator]	21%	u
Pf growth 48h	u	-15%	-10%
LmPK inh	1%	3%	3%
